MEKK2wt PB1 HTS: raises or lowers MEK5 binding to wildtype human MEKK2 PB1 domain. bead flow cytometry, Alexa488-MEK5 binding to MEKK2 WT; actives lie on both sides. binding response (% of control), % at 10 µM. Q9Y2U5. 1.1% of 290,000 active; in the data active means binding response below about 67% or above about 130%
SUMO HTRF inh: blocks human SUMOylation mediated by UBC9. P63279. 0.36% of 290,000 active. AID 2006. inhibition, % at 35 µM. HTRF SUMOylation assay, SAE1/SAE2 + UBC9, in vitro; in the data active means inhibition above about 50%, passing the limit was not always enough; further: strong numbers were not always called active
MEKK2mut PB1 HTS: signal of MEK5 binding to mutant human MEKK2 PB1 domain; bead flow cytometry, Alexa488-MEK5 binding to MEKK2 mutant; percent response, % at 10 µM; 0.35% of 290,000 active; in the data active means percent response above about 24%, passing the limit was not always enough; further: inactives centre near 1; some results filed as inactive read as strong as hits; reference of the scale not given here
MEKK3 PB1 HTS: raises or lowers MEK5 binding to the human MEKK3 PB1 domain. bead-based flow cytometry, Alexa488-MEK5 binding to MEKK3; actives lie on both sides; 0 = blocked by unlabeled MEK5, 100 = vehicle. binding response (% of control), % at 10 µM. 1.4% of 290,000 active. AID 1529;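 active means binding response more than 3 SD above or below the average of its plate-row segment, actives on both sides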;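 further: Alexa488 bead fluorescence after subtracting the streptavidin-only scavenger bead signal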
pCIP destab: compounds decreasing mouse p/CIP protein stability. Q05BA5. F442A p/CIP-EGFP cells, EGFP fluorescence, 16 h. decrease of EGFP signal, % at 10 µM. 0.01% of 290,000 active. AID 1984;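 active means EGFP signal decrease of at least 30% at 10 µM or well 3 SD below plate mean, unless failing retest; inactive means the rest, including hits failing retest or dose response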; further: some compounds called inactive have numbers as strong as hits; many of its hits are not listed in these tables
Target sequence (Q05BA5 1-1403): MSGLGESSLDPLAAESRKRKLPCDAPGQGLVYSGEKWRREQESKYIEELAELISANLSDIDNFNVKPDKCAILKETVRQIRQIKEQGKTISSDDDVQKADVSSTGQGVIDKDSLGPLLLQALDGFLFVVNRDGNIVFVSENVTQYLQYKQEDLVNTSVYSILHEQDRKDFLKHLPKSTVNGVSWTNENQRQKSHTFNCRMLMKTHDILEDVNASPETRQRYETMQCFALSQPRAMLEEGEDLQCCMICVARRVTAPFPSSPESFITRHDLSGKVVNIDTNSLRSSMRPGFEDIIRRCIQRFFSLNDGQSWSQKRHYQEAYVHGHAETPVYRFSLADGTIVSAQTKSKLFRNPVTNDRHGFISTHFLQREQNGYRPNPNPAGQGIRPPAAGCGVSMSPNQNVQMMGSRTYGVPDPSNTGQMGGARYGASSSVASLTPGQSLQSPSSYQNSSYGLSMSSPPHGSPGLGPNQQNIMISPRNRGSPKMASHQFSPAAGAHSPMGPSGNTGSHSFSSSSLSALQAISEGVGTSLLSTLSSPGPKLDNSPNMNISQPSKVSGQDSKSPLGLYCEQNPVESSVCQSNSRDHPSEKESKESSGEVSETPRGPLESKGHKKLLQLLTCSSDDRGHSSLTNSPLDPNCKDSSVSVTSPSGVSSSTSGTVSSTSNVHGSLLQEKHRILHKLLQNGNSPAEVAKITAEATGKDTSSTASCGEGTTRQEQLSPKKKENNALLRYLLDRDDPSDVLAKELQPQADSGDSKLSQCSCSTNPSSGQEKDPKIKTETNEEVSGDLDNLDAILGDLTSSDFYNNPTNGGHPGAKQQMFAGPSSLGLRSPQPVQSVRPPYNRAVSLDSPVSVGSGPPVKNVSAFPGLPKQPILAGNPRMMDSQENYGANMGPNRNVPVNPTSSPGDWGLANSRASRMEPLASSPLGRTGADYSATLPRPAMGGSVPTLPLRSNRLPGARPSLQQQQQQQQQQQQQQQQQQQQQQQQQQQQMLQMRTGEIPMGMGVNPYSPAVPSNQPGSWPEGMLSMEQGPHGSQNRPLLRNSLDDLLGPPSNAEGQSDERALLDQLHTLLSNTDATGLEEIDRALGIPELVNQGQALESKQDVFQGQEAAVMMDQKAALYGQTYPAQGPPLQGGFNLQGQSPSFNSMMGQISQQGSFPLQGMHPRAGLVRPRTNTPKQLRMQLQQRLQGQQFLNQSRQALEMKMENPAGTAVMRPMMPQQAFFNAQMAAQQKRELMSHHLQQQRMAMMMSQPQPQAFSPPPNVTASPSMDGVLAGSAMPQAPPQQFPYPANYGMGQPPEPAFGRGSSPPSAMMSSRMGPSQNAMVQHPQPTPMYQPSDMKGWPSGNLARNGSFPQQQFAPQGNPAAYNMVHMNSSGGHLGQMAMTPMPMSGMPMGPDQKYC
IDE act: activators of human insulin-degrading enzyme in cells; P14735; HEK cells, FAbeta-B cleavage, fluorescence polarization; 0% vehicle, 100% cell-free pure enzyme wells; activation, % at 5.96 µM; 0.073% of 340,000 active; AID 493087;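 active means activation above the mean of all tested compounds plus 3 SD, set per screening campaign, cut at about 17% in these data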
NALP1 inh: inhibitors of NALP1 inflammasome in yeast; 0.61% of 280,000 active; inhibition, % at 10 µM; S. cerevisiae NALP1/ASC/caspase-1 growth, X-gal OD620, 72 h; AID 2071; in the data active means inhibition mostly above about 24%, no sharp cut-off; inactive means mostly below about 32%; further: some compounds called inactive have numbers as strong as hits
PfM18AAP inh: PfM18AAP enzyme inhibition | inhibition, % at 7.35 µM | recombinant PfM18AAP, H-Glu-NHMec fluorogenic cleavage | 1.2% of 290,000 active;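 active means inhibition above the campaign mean inhibition over all tested compounds plus 3 SD, cut at about 28% in these data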;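 further: 0% = plate median of test compound wells and 100% = 2 mM ZnCl2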
IDE cell inh: inhibits human insulin-degrading enzyme in HEK cells. AID 434962. 0.41% of 320,000 active. P14735. FAbetaB cleavage, fluorescence polarization. inhibition, % at 5.59 µM;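 active means percent inhibition above the average of all tested compounds plus 3 SD, set per screening campaign, cut at about 16% in these data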;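 further: IDE supplied by intact live HEK cells; FP after avidin binding of uncleaved biotin substrate so inhibition keeps polarization high; 0% = DMSO wells and 100% = 60 µM reference IDE inhibitor Ii1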
An asterisk follows results filed as active; / = not tested or not shown. These rows are one share of the data, so the mix of outcomes need not match the whole.

SMILES	MEKK2wt PB1 HTS	SUMO HTRF inh	MEKK2mut PB1 HTS	MEKK3 PB1 HTS	pCIP destab	IDE act	NALP1 inh	PfM18AAP inh	IDE cell inh
COc1ccc(/C=C(\NC(=O)c2ccc(C)cc2)C(=O)NCC2CCCO2)cc1 (stereo not given)	99	40	-2	101	2	5	-10	-1	0
Cc1cc(OC(=O)c2ccc(S(=O)(=O)N(C)C)cc2)c([N+](=O)[O-])c(=O)[nH]1	101	3	6	112	-3	-2	-4	9	-4
CC1CCN(S(=O)(=O)c2cccc(C(=O)NNC(=O)c3ccco3)c2)CC1	99	35	-1	94	-1	4	19	-15	1
CC(C)(C)Cc1nnc(NC(=O)c2cc(-c3ccccc3)nc3ccccc23)s1	/	-10	/	/	-10	3	44	1	-5
CCOC(=O)c1c2c(n(C)c1C)C(=O)C(=O)c1ccc(Br)cc1-2	99	/	3	92	/	5	/	-1	6
CCC(C)NC(=S)Nc1ccc(F)cc1 (stereo not given)	100	-4	4	102	-14	2	/	5	-1
COCc1c(C#N)c(NCCc2ccccc2)nc(C)c1[N+](=O)[O-]	106	0	1	128*	-33	1	8	0	-2
O=C(N/N=C/c1ccc2c(c1)OCO2)C(=O)Nc1ccc2ccccc2c1	103	7	-3	101	-10	/	10	-10	5
COc1ccccc1-c1nnc(SC2CCc3ccccc3NC2=O)s1 (stereo not given)	88	-1	2	88	-23	-2	3	-1	-3
O=C(COc1ccccc1[N+](=O)[O-])Nc1cc(Cl)ccc1C(=O)O	103	14	2	102	-15	6	-17	-9	2
Cc1ccc(C(=O)Nc2ccccc2C(N)=O)o1	97	11	-5	98	-10	4	2	0	8
CCC(C)(C)NC(=O)C(c1ccc(F)cc1)N(CCOC)C(=O)CCC(=O)Nc1nccs1 (stereo not given)	108	-4	9	102	-7	-3	10	-2	-3
CCc1ccc(OCc2cnc(Cl)s2)cc1	110	8	1	108	-4	2	14	3	-1
O=C(NC1CCCC1)C1CCN(C(=O)c2ccc(Cl)cc2)CC1	104	4	6	103	-8	1	5	3	9
Cc1ccc(NC(=O)C(C)N2C(=O)c3ccccc3C2=O)nc1 (stereo not given)	98	0	-4	98	14	0	-4	-11	-2
CCOc1ccc(C(=O)Nc2ccc(C(F)(F)F)n(C)c2=O)cc1	98	12	-2	96	-12	-1	33	-2	-1
Cc1ccc2c(ccc(=S)n2C)c1	92	5	-8	91	20	-1	27	-1	-1
O=C(COC(=O)c1cccc(C(F)(F)F)c1)NCc1ccc(Cl)cc1	99	-18	-1	99	2	2	29	1	2
Cc1ccc(S(=O)(=O)N(C)C)cc1NC(=S)NC(=O)C12CC3CC(CC(C3)C1)C2	94	-19	-1	96	1	2	27	2	-1
COc1ccc(CCNC(=O)CN2C(=O)COc3ccc(S(=O)(=O)N4CCCC4)cc32)cc1OC	95	-7	-11	95	-3	5	12	1	4
O=P(O)(CCc1ccccn1)CN1CCOCC1	101	9	3	103	-4	7	39*	3	-3
O=c1oc2cc(Br)ccc2n1CSC1=NCCS1	102	-10	5	102	-10	-6	-12	0	-4
O=C(CSc1nnc(-c2ccco2)o1)NC1CCCCC1	93	-9	-6	93	6	-5	19	6	0
CC(C)CNC(=O)COC(=O)c1ccccc1OCC(=O)Nc1ccc(Br)cc1	95	-2	-1	94	-14	9	24	-2	-3
Nc1no[n+]([O-])c1-c1ccccc1	91	7	-12	100	-11	1	-2	-10	-4
Cc1nnc(NC(=O)CSc2nccn2-c2ccc(F)cc2)s1	103	16	-5	111	-4	4	3	-11	6
O=C(CSc1nnc(Cc2ccccc2)o1)N1CCCc2ccccc21	106	7	3	99	-6	-2	16	3	1
N#CCCN1CCN(S(=O)(=O)c2cc(Cl)ccc2Cl)CC1	/	-11	/	/	13	1	-4	12	0
COc1ccc(CN(CC(=O)NC2CCCC2)C(=O)c2csnn2)cc1	103	8	5	103	-14	0	-3	-5	4
Cc1cc2c(cc1C)NC(c1ccccn1)C1=C(CC(C)(C)CC1=O)N2 (stereo not given)	93	17	-5	94	-7	2	5	-9	4
O=C(NC1CCC(NC(=O)C2CCCO2)CC1)C1CCCO1 (stereo not given)	109	4	4	106	-7	/	25	3	/
CCOc1ccccc1N(CC)C(=O)c1ccc2c(=O)n3c(nc2c1)CCCCC3	101	-15	0	100	2	4	13	-2	1
Cc1ccc2cc(CN(CCO)Cc3nnnn3Cc3ccc(F)cc3)c(=O)[nH]c2c1	98	8	4	99	2	-1	5	-1	-2
Cc1ccc(C(=O)C2CCN(CC(=O)NCc3ccc(F)cc3)CC2)cc1	97	3	1	96	-12	-1	1	5	6
COc1ccc(CCNCC(=O)Nc2ccc(C)c(Br)c2)cc1OC	118	3	13	106	-4	-1	-8	3	7
O=C1C2CC=CCC2C(=O)N1c1nc2n(n1)C(c1ccccc1)CC(c1ccccc1)N2 (stereo not given)	98	3	-1	99	-7	5	-18	8	1
CCOc1ccccc1N(C(=O)Cn1nnnc1-c1ccc(C)o1)C(CC)C(=O)NC(C)(C)C (stereo not given)	105	12	2	104	-2	0	-99	-3	0
Cn1ncc2c(Nc3cccc([N+](=O)[O-])c3)ncnc21	101	1	-3	102	14	5	18	12	-2
CCn1c(=O)c2c3c(sc2n2c(=S)[nH]nc12)CCC3	104	12	15	96	-2	7	2	-6	6
O=C(CCN1C(=O)c2ccccc2C1=O)Nc1ccccc1C(F)(F)F	100	-9	0	101	9	-1	7	6	-7
COc1ccccc1N1CCN(C(=O)c2cc(-c3ccccc3)on2)CC1	102	0	6	100	-11	1	1	0	8
CCOC(=O)c1nnn2c1nc(N1CCN(c3ccccc3)CC1)c1ccccc12	98	9	3	106	-10	5	-13	-6	1
CSCCC(NC(=O)CCC(=O)OCC(=O)[C@@]1(O)CCC2[C@@H]3CCC4=CC(=O)C=C[C@]4(C)C3[C@@H](O)C[C@@]21C)C(=O)O (stereo not given in full)	108	21	4	103	-10	5	2	-5	-3
CCOC(=O)[C@@H]1[C@H]2COc3ccccc3[C@@H]2N2C(=O)N(c3ccc(OC)cc3)C(=O)[C@@]12C	97	12	-3	100	-12	-1	14	5	3
COc1cc(/C=C\C(=O)Nc2cc(=O)n(C)c(=O)n2C)cc(OC)c1OC	104	25	5	104	-5	1	13	5	-5
O=C(/C=C/c1ccco1)Nc1cccc(-c2nc3ccccc3[nH]2)c1	/	11	/	/	0	1	4	-38	1
CCOc1ccc(NS(=O)(=O)c2ccc(OCC(=O)NCCCOC)cc2)cc1	103	3	0	101	-4	0	-2	0	2
CCCCNC(=O)c1cc(C)no1	79	2	-14	88	1	3	5	-1	0
Cn1c(CSCCOc2ccccc2)n[nH]c1=S	100	6	-5	97	-3	2	1	21	11
O=C(NCCCN1CCCCC1)c1ccc(CS(=O)c2ccc(F)cc2)o1 (stereo not given)	105	9	4	99	-10	1	-10	6	5
O=C(COC(=O)c1ccncc1)c1ccccc1	98	11	-1	103	2	5	21	3	-2
COc1ccc(N2CC(C(=O)N3CCN(c4ccccc4F)CC3)CC2=O)cc1 (stereo not given)	98	-5	-6	102	1	5	7	-1	0
CCOc1ccc(S(=O)(=O)NCc2ccc3c(c2)OCO3)cc1	103	16	3	102	4	6	-19	13	1
Cn1cc(C(=O)N2CCN(c3ccccc3)CC2)c(=O)c2cc(S(=O)(=O)N3CCCC3)ccc21	101	10	4	99	1	4	20	1	0
CC(c1ccccc1)n1c(-c2ccncc2)n[nH]c1=S (stereo not given)	102	-6	1	101	11	0	4	0	-3
CN(C)CCN(C(=O)c1ccccc1Cl)c1nc2c(Cl)cccc2s1	122	-1	20	113	-4	4	38	4	-2
CCS(=O)(=O)Nc1ccc(-c2nnc(SCC(=O)OC)o2)cc1	110	5	10	111	0	-2	3	2	0
CNC(=S)NNC(=O)Cn1ccc(C)n1	107	5	3	104	-26	6	16	2	7
O=C(C(=O)c1cccnc1)c1cccnc1	68	5	-35	82	-10	0	/	1	1
O=C(Nc1ccc2c(c1)OCO2)N1CCN(c2ncccn2)CC1	105	19	-2	104	-8	0	2	0	8
CN(C)CCN1C(=O)C(=O)/C(=C(/O)c2ccc(F)cc2)C1c1ccccc1F (stereo not given)	99	10	0	101	-3	4	26	-2	3
N#CNC(=Nc1ccccc1F)SCc1ccc(C(=O)O)cc1	106	21	-11	104	-1	4	4	-1	2
COc1ccc(NC(=O)CSc2nnc(C3CC3)n2-c2ccccc2)cc1	108	5	4	103	-1	6	0	-7	0

Reprinted from the listing (15 entries):
SMILES	MEKK2wt PB1 HTS	SUMO HTRF inh	MEKK2mut PB1 HTS	MEKK3 PB1 HTS	pCIP destab	IDE act	NALP1 inh	PfM18AAP inh	IDE cell inh
Cn1c(CSCCOc2ccccc2)n[nH]c1=S	100	6	-5	97	-3	2	1	21	11
O=C(NCCCN1CCCCC1)c1ccc(CS(=O)c2ccc(F)cc2)o1 (stereo not given)	105	9	4	99	-10	1	-10	6	5
O=C(COC(=O)c1ccncc1)c1ccccc1	98	11	-1	103	2	5	21	3	-2
COc1ccc(N2CC(C(=O)N3CCN(c4ccccc4F)CC3)CC2=O)cc1 (stereo not given)	98	-5	-6	102	1	5	7	-1	0
CCOc1ccc(S(=O)(=O)NCc2ccc3c(c2)OCO3)cc1	103	16	3	102	4	6	-19	13	1
Cn1cc(C(=O)N2CCN(c3ccccc3)CC2)c(=O)c2cc(S(=O)(=O)N3CCCC3)ccc21	101	10	4	99	1	4	20	1	0
CC(c1ccccc1)n1c(-c2ccncc2)n[nH]c1=S (stereo not given)	102	-6	1	101	11	0	4	0	-3
CN(C)CCN(C(=O)c1ccccc1Cl)c1nc2c(Cl)cccc2s1	122	-1	20	113	-4	4	38	4	-2
CCS(=O)(=O)Nc1ccc(-c2nnc(SCC(=O)OC)o2)cc1	110	5	10	111	0	-2	3	2	0
CNC(=S)NNC(=O)Cn1ccc(C)n1	107	5	3	104	-26	6	16	2	7
O=C(C(=O)c1cccnc1)c1cccnc1	68	5	-35	82	-10	0	/	1	1
O=C(Nc1ccc2c(c1)OCO2)N1CCN(c2ncccn2)CC1	105	19	-2	104	-8	0	2	0	8
CN(C)CCN1C(=O)C(=O)/C(=C(/O)c2ccc(F)cc2)C1c1ccccc1F (stereo not given)	99	10	0	101	-3	4	26	-2	3
N#CNC(=Nc1ccccc1F)SCc1ccc(C(=O)O)cc1	106	21	-11	104	-1	4	4	-1	2
COc1ccc(NC(=O)CSc2nnc(C3CC3)n2-c2ccccc2)cc1	108	5	4	103	-1	6	0	-7	0

Bioassay records deposited in PubChem BioAssay by several laboratories.
